HCMV inh = human cytomegalovirus inhibition. HFF cells, HCMV-luciferase reporter, 72 h; stronger effect = lower value. activity change, negative = inhibition, % at 57.5 µM. 410,000 compounds, 4.5% hits; in the data active = activity change below about -60%; inconclusive = no clear call, values can overlap the other calls; inactive = above about -39%
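Human foreskin fibroblasts infected with luciferase-reporter HCMV at MOI 1 PFU/cell, compounds at two doses. Luciferase measured 72 h post infection; normalized to buffer-only basal and Salinomycin (10uM) controls.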
FBPA Giardia inh = inhibitors of Giardia lamblia fructose-1,6-bisphosphate aldolase | A8B2U2 | purified Giardia FBPA | Potency, µM (titrated, usually from 59.6 µM), without a hit: at the highest dose activity, negative = inhibition, usual class: inhibitors | 290,000 compounds, 0.71% hits | AID 2451; note: potency is the fitted concentration of half-maximal effect; nearly all actives have a fitted effect of over 55% in size
Target sequence (A8B2U2 whole entry, looked up): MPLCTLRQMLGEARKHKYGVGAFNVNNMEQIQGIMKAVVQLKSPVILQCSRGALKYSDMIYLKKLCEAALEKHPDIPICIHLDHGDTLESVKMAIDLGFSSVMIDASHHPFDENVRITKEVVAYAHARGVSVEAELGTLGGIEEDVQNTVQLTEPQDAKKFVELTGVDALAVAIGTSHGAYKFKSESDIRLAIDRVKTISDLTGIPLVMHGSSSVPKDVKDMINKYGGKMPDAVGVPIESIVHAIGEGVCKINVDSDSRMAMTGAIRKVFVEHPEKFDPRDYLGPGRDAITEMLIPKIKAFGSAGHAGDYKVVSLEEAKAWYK
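40 nM FBPA preincubated 10 min at RT with compound (up to 57.5 uM final), then substrate plus GAPDH/TPI/NAD/arsenate coupling and diaphorase/resazurin added. Fluorescence read after 20 min at RT, 525/598 nm.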
HCV inh = inhibitors of hepatitis C virus infection | Huh7.5.1 HCVcc-Cre infection, luciferase reporter, 44 h | Potency, µM (highest dose often 41.8 µM), inactives show at the top dose activity change, negative = inhibition, hits mostly inhibitors | 340,000 compounds, 3.4% hits | AID 651820; note: potency is the fitted concentration of half-maximal effect
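Cells seeded at 1,000/well and cultured 4 h, then compounds added followed by HCVcc-Cre virus (~0.5 moi). After 44 h further culture, luciferase substrate was added, plates held 15 min at room temperature, and luminescence read for 15 sec.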
AMA1-RON2 inh = disrupts binding of P. falciparum AMA1 to RON2 | AlphaScreen AMA1-biotinylated RON2 peptide binding | Potency, µM (series often up to 58.2 µM), inactives show at the top dose activity change, negative = inhibition, actives largely listed as inhibitors | 360,000 compounds, 0.2% hits;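 note: potency is the fitted concentration of half-maximal effect; 0% = vehicle wells and -100% = peptide control; nearly all actives have a fitted effect of over 45% in size; some results filed as inactive show a strong effect at the top dose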
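AMA1 (3D7) with his tag at 25 nM final met compounds first, then biotinylated RON2 peptide at 25 nM; detection used donor plus acceptor beads, 10 µg/mL apiece, read by AlphaScreen after 30 min at room temperature.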
AmpC detergent = blocks E. coli AmpC beta-lactamase in detergent assay | P00811 | 370,000 compounds, 0.041% hits | Potency, µM (top dose mostly 114 µM), without a hit: at the top dose activity change, negative = inhibition, actives largely listed as inhibitors | AmpC hydrolysis of nitrocefin, absorbance 480 nm, 0.01% Triton;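 note: potency is the fitted concentration of half-maximal effect; 0% = no-compound wells and -100% = no-enzyme wells; nearly all actives have a fitted effect of over 25% in size; some results filed as inactive show a strong effect at the top dose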
Target sequence (P00811 whole entry, looked up): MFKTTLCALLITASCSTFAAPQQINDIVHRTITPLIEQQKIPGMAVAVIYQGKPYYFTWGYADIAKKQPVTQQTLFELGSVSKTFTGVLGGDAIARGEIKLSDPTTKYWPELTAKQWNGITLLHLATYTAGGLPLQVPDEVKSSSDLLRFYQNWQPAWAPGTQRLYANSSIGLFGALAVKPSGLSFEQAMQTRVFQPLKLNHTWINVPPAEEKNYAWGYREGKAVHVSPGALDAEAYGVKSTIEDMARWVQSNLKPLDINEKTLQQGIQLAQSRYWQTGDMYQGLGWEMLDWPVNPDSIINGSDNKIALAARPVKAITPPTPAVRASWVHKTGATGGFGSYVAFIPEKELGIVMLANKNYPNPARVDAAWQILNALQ
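20 mM phosphate pH 7.0 + 0.01% (detergent screen) or 0.0001% Triton X-100; 5.3 nM AmpC reagent; cpd preinc 15 min RT; nitrocefin (800 uM stock) to start; A480 q20 s × 4 min; Activity was normalised to no-enzyme and no-compound control wells.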
Sm TGR block = blocks Schistosoma mansoni thioredoxin glutathione reductase. Q962Y6. purified TGR, DTNB reduction, TNB absorbance 405 nm. Potency, µM (doses to about 114 µM), for the others: at the top dose activity change, negative = inhibition, actives largely listed as inhibitors. 360,000 compounds, 3% hits. AID 485364; note: potency is the fitted concentration of half-maximal effect; nearly all actives have a fitted effect of over 60% in size
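TGR 20 nM + NADPH 100 uM (dispensed conc.), cpd preinc 15 min RT; start with NADPH (500 uM addition) then DTNB (15 mM addition). Kinetic TNB absorbance, 405 nm filter. Four-parameter Hill fit across titration.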
* = called active by the depositor; ? = inconclusive; nt = no result given; & = joins results of further samples; [ ] = dose if it differs, or a comment. Unless noted, calls come from the whole dose curve; as a rule, active = well fitted curve in the direction sought with a large enough effect; inconclusive = small, poorly fitted or top-dose-only effect, or another doubt; inactive = no such curve, though single readings can be large; an effect the other way counts as inactive or inconclusive. Unless noted, % is set by controls: 0 for no effect and ±100 for the full control effect.

Values in the order: HCMV inh | FBPA Giardia inh | HCV inh | AMA1-RON2 inh | AmpC detergent | Sm TGR block
> COc1ccc(C)cc1NC(=O)C1CCCN1S(=O)(=O)c1ccccc1F (stereo not given)
  -13 | nt | ? | 2% | -15% | -21%
> S=C1NCN(C2CCCCC2)CN1Cc1ccccc1
  -9 | 4% | 0% | -13% | -2% | -3%
> CN1CCN(c2ncc(CN3C(=O)c4ccccc4C3=O)s2)CC1
  9 | 0% | -3% | -5% | ? | -8%
> CCCCCOc1ccccc1CN1C(=O)C(=O)c2cc(C)ccc21
  -93* | nt | nt | nt | 0% | -17%
> Cc1ccsc1C(=O)OCC(=O)Nc1c(C)n(C)n(-c2ccccc2)c1=O
  -33 | -3% | -1% | -2% | 10% | -2%
> Cc1onc(-c2ccccc2)c1C(=O)OCc1nnc(-c2ccc([N+](=O)[O-])cc2)o1
  -8 | nt | -31% | -8%[11.6 µM] | 5% | 10%
> COC(=O)c1c(-c2ccccc2)csc1NC(=O)c1ccco1
  50 | 3% | -19% | -1% | 4% | -2%
> Cc1ccccc1OCCn1c(=O)oc2ccccc21
  13 | -3% | -12% | 8% | -2% | -5%
> CCCN(CCC)C(=O)CCS(=O)(=O)c1cccc2nsnc12
  33 | 0% | 9% | -17% | ? | -36%
> CSc1ccc(S(=O)(=O)N(CC(=O)NCc2ccccn2)c2ccc(C)cc2)cc1
  ? | 19% | -3% | 94%[activator] | 0% | 4%
> CCCCCC(=O)Nc1cccc(C2=NOC3(C2)C[C@H](C(N)=O)N(C(=O)CC#N)C3)c1 (stereo not given in full)
  nt | -21% | nt | nt | -5% | 0%
> COc1cc([N+](=O)[O-])ccc1-c1ccc(/C=C2\C(=O)ON=C2c2ccccc2)o1
  114 | nt | 18% | 0% | nt | nt
> N#Cc1cnn(Cc2ccccc2)c1/N=C/N1CCOCC1
  69 | -8% | 15% | 19% | ? | -25%
> Cc1ccc(S(=O)(=O)Nc2cc(Cl)c3oc4c(c3c2)CCCC4)cc1
  -2 | nt | nt | nt | -12% | -9%
> COC(=O)Cc1c(C)nc2nc(-c3ccc(C)cc3)[nH]n2c1=O
  7&6 | -14% | 7% | 0% | 21% | 6%&7%
> Cc1ccc(S(=O)(=O)/N=C(/Nc2cccc(O)c2)c2ccccc2)cc1
  -9 | 11% | 11µM* | -1% | -16% | 5%
> COc1ccc(OC)c(C2/C(=C(/O)c3ccccc3)C(=O)C(=O)N2Cc2ccco2)c1 (stereo not given)
  -32 | -7% | 22% | -2% | 0% | 5%
> O=C(NCc1ccccc1)C(=O)Nc1ccc2nc3n(c(=O)c2c1)CCCCC3
  -5 | nt | nt | nt | 0% | -2%
> Cc1cccc(OCC(=O)Nc2ncn[nH]2)c1C
  -22 | -9% | 17% | 15% | -4% | 8%
> Cc1cccc(C)c1OCCNC(=O)c1ccc2ccccc2n1
  -15 | -14% | ? | 0% | 10% | nt

9 neighbouring records from above, for reference:
Values in the order: HCMV inh | FBPA Giardia inh | HCV inh | AMA1-RON2 inh | AmpC detergent | Sm TGR block
> COc1ccc(C)cc1NC(=O)C1CCCN1S(=O)(=O)c1ccccc1F (stereo not given)
  -13 | nt | ? | 2% | -15% | -21%
> S=C1NCN(C2CCCCC2)CN1Cc1ccccc1
  -9 | 4% | 0% | -13% | -2% | -3%
> CN1CCN(c2ncc(CN3C(=O)c4ccccc4C3=O)s2)CC1
  9 | 0% | -3% | -5% | ? | -8%
> CCCCCOc1ccccc1CN1C(=O)C(=O)c2cc(C)ccc21
  -93* | nt | nt | nt | 0% | -17%
> Cc1ccsc1C(=O)OCC(=O)Nc1c(C)n(C)n(-c2ccccc2)c1=O
  -33 | -3% | -1% | -2% | 10% | -2%
> Cc1onc(-c2ccccc2)c1C(=O)OCc1nnc(-c2ccc([N+](=O)[O-])cc2)o1
  -8 | nt | -31% | -8%[11.6 µM] | 5% | 10%
> COC(=O)c1c(-c2ccccc2)csc1NC(=O)c1ccco1
  50 | 3% | -19% | -1% | 4% | -2%
> Cc1ccccc1OCCn1c(=O)oc2ccccc21
  13 | -3% | -12% | 8% | -2% | -5%
> CCCN(CCC)C(=O)CCS(=O)(=O)c1cccc2nsnc12
  33 | 0% | 9% | -17% | ? | -36%

(list continues)
Values in the order: HCMV inh | FBPA Giardia inh | HCV inh | AMA1-RON2 inh | AmpC detergent | Sm TGR block
> Cc1cc(C)nc(N2CCC(CNC(=O)CCc3ccccc3)CC2)n1
  31 | -3% | -1% | -2% | 4% | -3%
> COc1ccc(-n2nc3c(c2NC(=O)CCCCl)CSC3)cc1
  -8 | -11% | 12% | -7% | ? | 0%
> COCCNc1nnc(Cc2ccc(Cl)cc2)c(=O)[nH]1
  ? | -8% | -1% | 2% | 1% | ?
> COc1ccccc1OCc1nnc(SCC(=O)Nc2ccc(N3CCOCC3)cc2)n1C
  -1 | 6% | -20% | 2% | -3% | -8%
> COc1cccc(CNC(=O)CCC2CCCN(C(=O)CCC(F)(F)F)C2)c1 (stereo not given)
  4 | 5% | -3% | 1% | 2% | 7%
> CCCCc1ccc(NC(=S)N2CCC(O)CC2)cc1
  24 | 0% | 12% | 3% | -4% | 1%
> CC(C)Oc1ccccc1C1NC(=O)CCC1[N+](=O)[O-] (stereo not given)
  -29 | 24% | -5% | 12% | 1% | -16%
> Cc1sc2ncnc(N3CCC(C(=O)NNC(=O)c4ccc(Cl)cc4)CC3)c2c1C
  ? | nt | ? | 93%[activator] | -15% | 8%
> CCOC(=O)C1(Cc2ccccc2C(F)(F)F)CCN(Cc2ccon2)CC1
  -29 | -8% | 15% | -11% | 4% | 0%
> O=C1c2ccccc2C(Nc2ccccc2)N1c1cccnc1 (stereo not given)
  8 | 5% | 2% | 0% | -17% | 5%
> CN1CCCN(C(=O)c2cc3c(s2)CCCC3)CC1
  7 | nt | -5% | 0% | 11% | 2%
> O=C(N/N=C/c1ccc(O)cc1O)c1ccncc1
  12 | 7% | ? | -11% | 3% | -17%
> O=C(Nc1ccccc1N1CCN(C(=O)c2ccccc2)CC1)c1ccc2c(c1)OCO2
  14 | 1% | -25% | -7% | -15% | 9%
> Cc1noc(NS(=O)(=O)c2ccc(N/C=C\C(=O)c3ccccc3)cc2)c1C
  13 | ? | 19% | 6% | -9% | -5%
> Cc1ccc(NC(=O)CN2C(=O)C(=O)N(C3CCCC3)C2=O)c(Cl)c1
  -20 | nt | -15% | 13% | -14% | -24%
> Cc1ccc(CN2CCN(Cc3cnc(C)s3)CC2CCO)cc1 (stereo not given)
  -39 | 2% | 2% | -9% | 6% | -27%
> CCC(C)c1c(O)nc(SCc2ccccc2)[nH]c1=O (stereo not given)
  54 | -2% | 13% | -5% | -2% | 2%
> Cc1ccc(OCC(=O)c2ccc3c(c2)CCCC3)cc1C
  -4 | -2% | ? | 99%[activator] | -2% | 17%
> Cc1nn2c(-n3ccnc3)c3c(nc2c1-c1ccccc1)CCC3
  -26 | 4% | ? | -10% | -8% | 0%
> Cc1cc(NC(=O)CSc2nnc(-c3ccncc3)n2N)ccc1Br
  8 | -17% | ? | 21% | -1% | 0%
> CCCSc1nc(=S)n(Cc2ccccc2)c(C)c1C(C)=O
  -23 | -5% | -10% | -28% | -9% | 1%
> COc1cc(OC)cc(C(=O)OCC(=O)Nc2nnc(-c3ccccc3)o2)c1
  -14 | nt | -4% | 20% | nt | nt
> COc1cc(C(C(=O)NC2CCCCC2)N(Cc2cccs2)C(=O)Cc2c[nH]c3ccccc23)cc(OC)c1OC (stereo not given)
  -79* | -3% | ? | -6% | -19% | 2%
> COC(=O)c1cc2sc(C)cc2n1Cc1ccccc1
  -31 | nt | nt | nt | 14% | 2%
> Cc1oc(-c2ccc(Cl)cc2)nc1CN1CCCC(C(=O)NCCc2ccc(Cl)cc2)C1 (stereo not given)
  4 | nt | nt | nt | 18% | 9%
> CCCn1c2ccccc2c2cnn(CC(=O)NCCOC)c(=O)c21
  16 | 6% | -5% | 3% | 1% | -2%
> COc1ccc(-c2oc3ccccc3c(=O)c2OC(C)=O)cc1
  -33 | -9% | ? | 16% | ? | -3%
> CC1CCN(C(=O)COC(=O)CSc2ccc(C(N)=O)cc2[N+](=O)[O-])CC1
  -7 | nt | 6% | -17% | -1% | 4%
> CCN(CCn1cccn1)Cc1nc(-c2ccccc2)no1
  28 | -3% | 17% | 11% | -2% | -3%
> Cc1cc(C)n(CC(=O)NNC(=O)CCCOc2ccc(Cl)cc2C)n1
  -61* | nt | -13% | 40%[activator] | -13% | 5%
> CCOc1ccc(-n2c(=O)c3c(C)c(C)sc3n(Cc3cc(=O)n4cc(Cl)ccc4n3)c2=O)cc1
  -8 | nt | nt | nt | -8% | 10%
> C=CCOC(=O)C1=C(C)OC(N)=C(C#N)C1c1ccc2c(c1)OCO2 (stereo not given)
  18 | -16% | 2% | -3% | -12% | -12%
> CC(O)(C#CCN1CCOCC1)c1ccccc1 (stereo not given)
  8 | -13% | 1% | ? | -9% | ?
> CCOC(=O)c1nnn(-c2nonc2N)c1CN1CCCC1
  7 | -4% | 9% | -10% | 0% | 2%
> Cc1ccc(SCC(=O)N2CCc3ccccc32)cc1
  15 | 2% | 11% | 6% | -1% | -1%
> CC(C)(C)c1ccc(C(=O)N2CCC(C(=O)NCCC3=CCCCC3)CC2)cc1
  11 | 1% | -4% | 3% | ? | -7%
> O=C(CSc1nccc(=O)[nH]1)Nc1ccc2c(c1)OCCO2
  47 | 5% | ? | -1% | ? | 7%
> O=C(O)CCc1nn2c3ccccc3n(CC(=O)O)c2nc1=O
  -4 | -3% | 9% | 17% | 3% | 15%
> O=C(NCc1ccccc1)c1ccc(CSc2nc3cccnc3n2Cc2ccccc2)cc1
  -23 | nt | nt | nt | -7% | -7%
> O=C(Nc1cccc(C(F)(F)F)c1)c1cc2nc(-c3ccccc3)cc(C(F)(F)F)n2n1
  -25 | nt | nt | nt | 1% | -2%
> FC(F)(F)c1ccc(-c2nc(=S)[nH][nH]2)cc1
  3 | 10% | 6% | 73%[activator] | 1% | 2%
> CCOc1ccc(C(=O)Nc2c3c(nn2C(C)(C)C)CSC3)cc1OCC
  30 | 1% | -25% | 1% | -1% | 1%
> CCn1c2ccccc2c2cc(N=C3SC(CC(=O)Nc4ccccc4)C(=O)N3C)ccc21 (stereo not given)
  21 | 1% | -20% | 0% | 1% | 9%
> COc1ccc(S(=O)(=O)NCC2(N3CCOCC3)CCCCC2)cc1OC
  -5 | nt | 2% | -14% | 5% | -2%

Whole records, quoted from the list:
Shown for CCCN(CCC)C(=O)CCS(=O)(=O)c1cccc2nsnc12 = HCMV inh = 33; FBPA Giardia inh = 0%; HCV inh = 9%; AMA1-RON2 inh = -17%; AmpC detergent = ?; Sm TGR block = -36%
Shown for COc1cc(OC)cc(C(=O)OCC(=O)Nc2nnc(-c3ccccc3)o2)c1 = HCMV inh = -14; FBPA Giardia inh = nt; HCV inh = -4%; AMA1-RON2 inh = 20%; AmpC detergent = nt; Sm TGR block = nt

Screening results: PubChem BioAssay, National Center for Advancing Translational Sciences (NCATS)
